# From PubChem BioAssay
# GSK3 alpha inh = human GSK-3 alpha kinase inhibition | P49840 | ADP-Glo luminescence, 60 min | inhibition, % at 10 µM | 320,000 tested, 0.1% active;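 in the data active = inhibition above about 50%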;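 note: GST-tagged GSK-3 alpha with peptide substrate and 25 µM ATP; 0% = DMSO neutral wells and 100% = GW8510 positive control wells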
# Target sequence (P49840 whole entry, looked up): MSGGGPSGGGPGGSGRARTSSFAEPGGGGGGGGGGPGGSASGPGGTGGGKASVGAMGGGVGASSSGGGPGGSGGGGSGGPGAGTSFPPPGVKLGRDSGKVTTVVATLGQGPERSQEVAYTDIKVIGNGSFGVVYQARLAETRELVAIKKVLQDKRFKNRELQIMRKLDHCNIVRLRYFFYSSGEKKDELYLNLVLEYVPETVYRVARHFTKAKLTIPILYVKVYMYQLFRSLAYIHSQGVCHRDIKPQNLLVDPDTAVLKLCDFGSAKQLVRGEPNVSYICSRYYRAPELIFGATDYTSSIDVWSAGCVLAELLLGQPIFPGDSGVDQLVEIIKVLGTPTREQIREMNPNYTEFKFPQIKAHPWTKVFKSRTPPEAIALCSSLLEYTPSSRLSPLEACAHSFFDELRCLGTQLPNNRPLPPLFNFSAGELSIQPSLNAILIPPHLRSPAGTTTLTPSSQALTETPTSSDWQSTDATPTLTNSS
# HSF1 activator = increases HSF-1 driven luciferase reporter signal. AID 504408. activation, % at 9 µM. NIH3T3-HGL HSF-1 luciferase reporter, MG132, 8 h; 100% = twice DMSO control signal. 300,000 tested, 1.7% active;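 active = mean replicate activation of at least 50% with a set share of replicates each reaching 50%; inconclusive = only one of those two conditions met; inactive = mean below 50% and too few replicates reaching it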;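 note: 0% = median of the neutral control wells and 100% = twice that signal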
# aSyn 5UTR inh = 5' untranslated region of α-synuclein, MLPCN primary screen; alpha-synuclein 5'UTR reporter, inhibitor activity; inhibition, % (tested at 7.5 µM); 300,000 tested, 0.82% active; AID 1813; in the data active = inhibition above about 60%; inconclusive = no clear call, values can overlap the other calls;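 note: H4 neuroglioblastoma cells stably carrying SNCA 5'UTR luciferase fusion; 0% = DMSO wells and 100% = positive control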
# GSK3B inh = blocks human GSK3beta kinase activity; 300,000 tested, 0.038% active; P49841; GST-GSK3beta kinase, ADP-Glo luminescence, 60 min; active compounds read low; activity score (negative = inhibition), % at 10 µM;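 active = more than half of replicate wells score below -50%, meaning over 50% inhibition versus plate controls; inconclusive = some replicates but at most half score below -50%; inactive = no replicate scores below -50%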;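 note: 0% = median DMSO wells and -100% = median GW8510 positive control wells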
# Target sequence (P49841 whole entry, looked up): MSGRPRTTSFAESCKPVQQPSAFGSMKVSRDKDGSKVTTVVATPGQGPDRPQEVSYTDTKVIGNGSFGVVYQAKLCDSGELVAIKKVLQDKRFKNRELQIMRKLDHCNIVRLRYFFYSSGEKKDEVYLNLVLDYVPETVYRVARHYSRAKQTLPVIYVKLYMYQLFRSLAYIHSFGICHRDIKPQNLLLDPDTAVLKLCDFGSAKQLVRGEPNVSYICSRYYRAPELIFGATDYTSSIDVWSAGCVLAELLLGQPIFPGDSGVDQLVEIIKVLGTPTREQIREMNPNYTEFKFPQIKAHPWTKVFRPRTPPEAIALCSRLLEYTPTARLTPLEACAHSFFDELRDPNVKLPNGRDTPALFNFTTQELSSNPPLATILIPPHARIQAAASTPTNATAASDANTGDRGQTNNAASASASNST
#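 Test system – GST-tagged human GSK3beta kinase, cell-free · Incubation – 60 min enzyme reaction, room temperature · Signal – ADP-Glo luminescence · Also added – peptide substrate and ATP at 25 µM · Controls – DMSO neutral wells and GW8510 at 20 µM as positive · Buffer or medium – Tris/MgCl2 kinase buffer · Measure – Luminescence-derived activity versus plate DMSO and GW8510 wells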
# HSF1 inhib = HSF1 inhibition | NIH3T3-HGL HSE-luciferase, MG132-induced, luminescence 8 h; active compounds read low | activity change, negative = inhibition, % at 7.5 µM (by protocol) | 300,000 tested, 0.77% active | AID 2098;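 active = more than half of replicate wells show activity change below -50%, luminescence cut by over half; inconclusive = some wells, but at most half, below -50%; inactive = no replicate well below -50%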;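 note: luciferase reports HSF-1 transcriptional activity via heat shock element; 0% = median of DMSO wells and -100% = zero luminescence signal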
# IEC-6 cytotox = counter-screen for KLF5 inhibitors: cytotoxicity in IEC-6 cells. 290,000 tested, 0.78% active. AID 1825. inhibition, % at 5 µM. IEC-6 cytotoxicity, luminescence viability; in the data active = inhibition above about 22%;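 note: 0% = plate median of test compound wells and 100% = cytotoxic reference compound wells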
# PolyA inh = blocks polyadenylation in yeast reporter cells | S. cerevisiae SKY197-pL101 polyadenylation reporter, beta-gal luminescence; efflux-impaired pdr1/pdr3 knockout yeast; score 100 = 6 SD above DMSO | 300,000 tested, 0.02% active | calls only at 12 µM;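 active = lowest replicate activity score at least 50, where 100 means six control SD above control mean; inconclusive = lowest score under 50 but half or more replicates reach 50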;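 note: yeast exposed to compound for 9 h at 30 °C; higher score means more reporter readthrough which indicates perturbed polyadenylation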
# HSP90 refold inh = inhibitors of HSP90 luciferase refolding in rabbit reticulocyte lysate | 290,000 tested, 0.91% active | inhibition, % at 5.6 µM | AID 1789 | luciferase refolding luminescence, 3 h;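 active = inhibition above the screen-wide mean plus 3 SD, computed separately per campaign, cut at about 16% in these data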;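 note: 0% = DMSO wells and 100% = 60 µM geldanamycin wells; inhibitors lower the luminescence because luciferase stays unfolded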
# AI-2 QS modul = Vibrio harveyi AI-2 quorum sensing modulation | 300,000 tested, 0.4% active | activity change, % at 7.5 µM | Vibrio harveyi JMH597 AI-2 luminescence/OD600 ratio, 9 h; active compounds read low; strain lacks LuxN and CqsS sensors; 0 = neutral-control median; in the data active = activity change below about -75%, passing the limit was not always enough; inconclusive = no clear call, values can overlap the other calls;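 note: luminescence divided by OD600 gain over 9 h not by final OD600 alone; inactives centre near 13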
# KLF5 inhibitor = kruppel-like factor 5 inhibition | DLD-1 KLF5 promoter-luciferase reporter, luminescence | inhibition, % at 5 µM | 290,000 tested, 0.23% active;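 active = inhibition above a per-plate limit of that plate's mean compound inhibition plus 3 SD, cut at about 60% in these data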;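 note: 0% = DMSO wells and 100% = LY294002 at 200 µM; higher means less KLF5 promoter-driven luciferase light; inactives centre near -14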
# An asterisk follows results filed as active; i = inactive; ? = inconclusive; / = no result given. An excerpt, so the mix of outcomes need not match the whole.
1: COc1cc2[nH]cc(C(=O)NCc3ccccc3)c(=O)c2cc1OC
2: O=C(Nc1ccccc1)c1cccnc1N1CCOCC1
3: O=C(NCc1ccc(Cl)cc1)C1=Cc2cc(Cl)ccc2OC1
4: CN(CCc1cn[nH]c1)Cc1nc(C(c2ccccc2)c2ccccc2)no1
5: CN1C(=O)S/C(=C\c2ccc(-n3cncn3)cc2)C1=O
6: CC(=O)/C(=N/Nc1ccccc1)N1CCOCC1
7: COc1ccc(-c2csc3ncnc(N4CCN(c5ccccc5)CC4)c23)cc1
8: Cc1cccc(C(=O)NCCc2n[nH]c(=S)n2C)c1
Screen / compound no.	1	2	3	4	5	6	7	8
GSK3 alpha inh	-3	8	/	-5	-1	0	0	-1
HSF1 activator	-2	33	11	46	2	-7	0	-10
aSyn 5UTR inh	15	13	-14	-13	-93	2	23	18
GSK3B inh	-3	-1	0	1	-4	-4	-4	1
HSF1 inhib	-7	-11	2	6	8	-8	0	-9
IEC-6 cytotox	3	5	-1	2	-7	2	5	4
PolyA inh	i	i	i	i	i	i	i	i
HSP90 refold inh	-4	3	2	-3	1	-3	13	-1
AI-2 QS modul	15	12	-32	12	10	8	17	11
KLF5 inhibitor	-21	-27	-21	-9	-6	-20	8	-1

9: C=CCNC(=O)C(=O)Nc1ccc2c(c1)N(S(=O)(=O)c1cccs1)CCC2
10: CCCCCCc1nc2ccccc2c(=O)n1NC(=O)c1c(O)c2c(n(CC(C)C)c1=O)CCCC2
11: Cc1nc(N2CCOCC2)nc(N2CCCCC2C)c1[N+](=O)[O-] (stereo unspecified)
12: COc1ccc(C2SCCN2C(=O)c2ccc([N+](=O)[O-])cc2)cc1 (stereo unspecified)
13: CC(=O)c1ccc(N2CCN(C(=O)c3ccco3)C(C)C2)c(F)c1 (stereo unspecified)
14: COCCCNC(=O)C1CCN(S(=O)(=O)N(CC(C)C)CC(C)C)CC1
15: COc1cccc(/C=C(/C#N)c2ccc(Cl)cc2)c1OCc1cccc(C(=O)O)c1
16: Cn1c(=O)n(C)c2cc(/C=N/NC(=O)c3ccc(Cl)cc3Cl)ccc21
Screen / compound no.	9	10	11	12	13	14	15	16
GSK3 alpha inh	-5	-2	0	2	-1	1	0	0
HSF1 activator	-5	32	-17	9	/	8	10	-6
aSyn 5UTR inh	-8	48	-15	-24	-9	6	11	-6
GSK3B inh	1	-2	-2	-2	-2	-2	5	-3
HSF1 inhib	-3	7	1	5	/	-4	-7	3
IEC-6 cytotox	/	1	3	-4	-1	0	3	-8
PolyA inh	i	i	i	i	/	i	i	i
HSP90 refold inh	/	2	-1	2	-1	1	-3	0
AI-2 QS modul	20	20	5	-5	29	10	18	19
KLF5 inhibitor	/	-9	-48	-3	-44	3	-12	-24

17: Cn1cccc1/C=C1\SC(=O)N(c2ccc(O)cc2)C1=O
18: O=C(CCN1C(=O)/C(=C\c2ccccc2Cl)SC1=S)Nc1cccnc1
19: CCOC(=O)c1c(C)[nH]c(NC(=O)N2CCOCC2)c1C
20: Cc1cc(C)nc(NC(=O)c2ccc(C)c(C)c2)n1
21: CC(C)(C)n1nnc(CCc2nnn(C(C)(C)C)n2)n1
22: CN(C(=O)COC(=O)c1ccc2ccccc2n1)C1CCS(=O)(=O)C1 (stereo unspecified)
23: Cc1ccc(C)c(NC(=O)CN2C(=O)CNC2=O)c1
24: CC(C)N(c1ccccc1)c1ncnc(NCCC(=O)O)c1[N+](=O)[O-]
Screen / compound no.	17	18	19	20	21	22	23	24
GSK3 alpha inh	-1	-2	-2	-1	-1	/	0	-3
HSF1 activator	31	5	-13	-14	-16	2	-14	0
aSyn 5UTR inh	-144	3	3	-30	-9	3	-15	17
GSK3B inh	2	-1	-4	3	1	0	0	-3
HSF1 inhib	10	-3	-9	-4	-5	-9	2	-5
IEC-6 cytotox	9	-6	-5	-4	-10	5	-2	0
PolyA inh	i	i	i	i	i	i	i	i
HSP90 refold inh	1	3	0	-2	-3	0	0	0
AI-2 QS modul	-9	10	17	11	-5	19	13	8
KLF5 inhibitor	-46	-12	-17	-36	-3	8	13	8

25: Cc1ccccc1OCC(=O)Nc1ccc(S(=O)(=O)N2CCCC2)cc1
26: COc1cc(C(=O)OCc2cc(=O)c(O)co2)ccc1OC(F)F
27: O=C(CN(C(=O)CNC(=O)c1ccco1)c1ccc2c(c1)OCCO2)NC1CCCCC1
28: NNC(=O)C1SCCN1S(=O)(=O)c1ccc(Cl)cc1 (stereo unspecified)
29: CC(C)CCC(C)NC(=O)C1CCN(S(=O)(=O)/C=C/c2ccccc2)CC1 (stereo unspecified)
30: Cc1cc(C)cc(OCC(=O)Nc2nonc2NC(=O)COc2cc(C)cc(C)c2)c1
31: COc1cc(NC(=O)c2cc(S(=O)(=O)N3CCCCC3)ccc2N2CCOCC2)cc(OC)c1
32: CCOc1ccc2[nH]c3c(N4CCc5ccccc5C4)ncnc3c2c1
Screen / compound no.	25	26	27	28	29	30	31	32
GSK3 alpha inh	/	0	-2	-3	0	-2	0	1
HSF1 activator	-4	-14	-21	26	-16	-5	0	?
aSyn 5UTR inh	-3	9	10	-4	20	-4	5	33
GSK3B inh	1	-2	6	2	1	0	2	-1
HSF1 inhib	-3	2	-11	5	-2	-8	-2	32
IEC-6 cytotox	/	0	-3	/	-2	-10	/	40*
PolyA inh	i	i	i	i	i	i	i	i
HSP90 refold inh	/	4	0	/	-2	1	/	-2
AI-2 QS modul	-79*	0	16	-3	25	29	1	24
KLF5 inhibitor	/	-36	-40	/	-21	-12	/	12

33: CCN1CCN(CC(=O)NC2CCCC2)C(=O)C1=O
34: CCC(C)n1c(=O)c2sccc2n2c(CCCC(=O)N3CCC(C(N)=O)CC3)nnc12 (stereo unspecified)
35: CC(=O)c1sc(NC(=O)c2ccc(F)cc2)nc1-c1ccccc1
36: CCCCOc1ccc(CSC(CC(=O)O)C(=O)O)cc1 (stereo unspecified)
37: Cc1nn(-c2nnc(C)c(=O)[nH]2)c(C)c1SCC(=O)Nc1ccc(C(C)C)cc1
38: CC1=NN(c2ccccc2)C(=O)/C1=C\c1cc(C)n(C)c1C
39: COc1cc(C2=NOC(C(=O)Nc3ccc(C)cc3)C2)cc(OC)c1OC (stereo unspecified)
40: CCc1ccc(N2CN(Cc3cccnc3)CNC2=S)cc1
Screen / compound no.	33	34	35	36	37	38	39	40
GSK3 alpha inh	-2	1	6	-3	1	-2	-1	-1
HSF1 activator	4	15	22	1	13	1	-7	21
aSyn 5UTR inh	-5	9	-95	19	14	-20	14	-5
GSK3B inh	-3	2	3	3	1	-2	2	-6
HSF1 inhib	-2	-1	16	-8	2	5	2	-3
IEC-6 cytotox	-3	-1	-7	-5	-7	-4	3	0
PolyA inh	i	i	i	i	i	i	i	i
HSP90 refold inh	-1	-4	1	-3	-5	4	0	-5
AI-2 QS modul	2	7	2	?	18	30	-2	22
KLF5 inhibitor	-9	-33	-54	-15	-7	-9	-8	-27

# Of the compounds above, these have two or more sulfur atoms:
9: C=CCNC(=O)C(=O)Nc1ccc2c(c1)N(S(=O)(=O)c1cccs1)CCC2
18: O=C(CCN1C(=O)/C(=C\c2ccccc2Cl)SC1=S)Nc1cccnc1
28: NNC(=O)C1SCCN1S(=O)(=O)c1ccc(Cl)cc1 (stereo unspecified)
Screen / compound no.	9	18	28
GSK3 alpha inh	-5	-2	-3
HSF1 activator	-5	5	26
aSyn 5UTR inh	-8	3	-4
GSK3B inh	1	-1	2
HSF1 inhib	-3	-3	5
IEC-6 cytotox	/	-6	/
PolyA inh	i	i	i
HSP90 refold inh	/	3	/
AI-2 QS modul	20	10	-3
KLF5 inhibitor	/	-12	/

# Later entries:
41: CN(C)S(=O)(=O)c1cccc(-c2nn(-c3ccccc3)cc2/C=C(\C#N)c2nc3ccccc3[nH]2)c1
42: Cc1ccc(NC(=O)[C@@H]2CCCN2S(=O)(=O)c2ccccc2F)cc1S(=O)(=O)N1CCOCC1
43: O=C1/C(=C\c2cccc(O)c2O)SC(=S)N1Cc1ccccc1
44: Cc1ccc(C)c(S(=O)(=O)Nc2ccc(O)c(C(=O)O)c2)c1
45: CCOc1ccc(C2CC(c3cccc(OC)c3)n3nc(N)nc3N2)cc1 (stereo unspecified)
46: COc1ccc(S(=O)(=O)N(C)CC(=O)N2CCN(Cc3ccccc3)CC2)cc1C
47: O=S(=O)(NCc1cccs1)c1cccc(S(=O)(=O)N2CCCCC2)c1
48: COC(=O)c1ccccc1NC(=O)Nc1ccc(C(=O)N2CCCC2)cc1
Screen / compound no.	41	42	43	44	45	46	47	48
GSK3 alpha inh	-1	-1	2	-5	/	/	2	-4
HSF1 activator	-14	3	10	-10	-7	2	-1	-4
aSyn 5UTR inh	-3	8	22	15	14	10	-17	27
GSK3B inh	-1	-1	1	4	-22	-4	-2	4
HSF1 inhib	-3	3	7	-5	-7	0	-5	-3
IEC-6 cytotox	-1	5	-6	-4	1	-4	-9	-1
PolyA inh	i	i	i	i	i	i	i	i
HSP90 refold inh	5	3	2	8	-5	-4	-2	5
AI-2 QS modul	11	11	29	12	11	9	33	22
KLF5 inhibitor	-3	-4	0	-6	8	-32	-16	-7

49: O=C(CNC(=O)c1ccccc1F)OCc1nc2ccccc2s1
50: O=C(CCN1C(=O)S/C(=C/c2ccc(F)cc2)C1=O)Nc1ccc(O)c(C(=O)O)c1
51: CCOc1ccc(C2C(C(=O)c3ccc(C)o3)=C(O)C(=O)N2CCN2CCOCC2)cc1OC (stereo unspecified)
52: CCOc1cc2[nH]c(=S)n(CCC(=O)N3CCc4ccccc4C3)c(=O)c2cc1OCC
53: O=C(NCc1ccco1)C1CCC(N2C(=O)c3ccccc3C2=O)CC1 (stereo unspecified)
54: COCCn1c(SCC(=O)c2ccc(CNC(C)=O)o2)nc2ccccc2c1=O
55: Cc1ccc(OCc2nnc(SCc3ccc(C#N)cc3)n2-c2ccc(C)cc2)cc1
56: O=C(CCCOc1ccccc1)NC(=S)Nc1ccccc1
57: Cc1ccc(C(O)c2ccc(-n3ccnc3)cc2)cc1 (stereo unspecified)
Screen / compound no.	49	50	51	52	53	54	55	56	57
GSK3 alpha inh	0	-2	2	0	0	0	-1	-3	-2
HSF1 activator	17	-4	2	-2	8	3	21	32	3
aSyn 5UTR inh	-44	10	-25	16	15	-15	9	-23	-9
GSK3B inh	-4	5	5	-1	2	0	-1	3	-1
HSF1 inhib	2	0	-7	-2	1	-4	27	7	-7
IEC-6 cytotox	-3	-8	-4	-5	-7	0	-3	3	1
PolyA inh	i	i	i	i	i	i	i	i	i
HSP90 refold inh	5	-4	0	-3	1	-3	7	1	1
AI-2 QS modul	14	28	9	15	29	14	16	-28	-18
KLF5 inhibitor	-15	-20	-45	22	-7	-9	-43	-9	-11
